From PubChem BioAssay
CHOP UPR activ: apoptotic UPR (CHOP) activation; activation, % at 10 µM; CHO-CHOP luciferase reporter, luminescence; percent of tunicamycin response over DMSO baseline; AID 449763; 330,000 compounds, 0.34% hits;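 active = at 10 µM dose, activation of 40% or more, normalized to positive control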;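 also: 100% = tunicamycin at 10 µg/mL and 0% = DMSO alone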
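measured by = luciferase luminescence | assay system = CHO-CHOP cells, stable luciferase reporter of PERK-eIF2a-CHOP signalling | amount = 500 reporter cells seeded per well | timing = 6 h compound exposure at 37 °C after overnight seeding | controls = positive tunicamycin 10 µg/mL, negative DMSO alone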
Mdm2 MdmX PPI: human Mdm2/MdmX binding inhibition; SaOS-2 split-luciferase Mdm2/MdmX complementation, luminescence; AID 485346; 330,000 compounds, 3% hits; O15151+Q00987; inhibition, % at 8 µM;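 active = inhibition of at least 50% at 8 µM in the primary screen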
Target sequence (O15151 whole entry, looked up): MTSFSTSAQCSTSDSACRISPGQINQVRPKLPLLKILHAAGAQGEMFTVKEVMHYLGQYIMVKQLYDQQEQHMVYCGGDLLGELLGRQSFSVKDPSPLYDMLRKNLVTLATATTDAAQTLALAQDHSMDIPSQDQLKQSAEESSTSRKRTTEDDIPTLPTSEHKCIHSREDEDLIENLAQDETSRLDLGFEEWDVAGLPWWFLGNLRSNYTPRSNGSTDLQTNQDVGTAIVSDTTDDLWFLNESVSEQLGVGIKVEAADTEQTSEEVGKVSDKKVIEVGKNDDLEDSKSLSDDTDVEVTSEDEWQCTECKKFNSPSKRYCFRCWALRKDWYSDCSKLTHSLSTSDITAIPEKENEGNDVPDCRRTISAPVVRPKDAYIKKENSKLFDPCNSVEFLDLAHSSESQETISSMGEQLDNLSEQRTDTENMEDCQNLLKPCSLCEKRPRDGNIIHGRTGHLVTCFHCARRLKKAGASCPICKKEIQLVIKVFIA
Target sequence (Q00987 whole entry, looked up): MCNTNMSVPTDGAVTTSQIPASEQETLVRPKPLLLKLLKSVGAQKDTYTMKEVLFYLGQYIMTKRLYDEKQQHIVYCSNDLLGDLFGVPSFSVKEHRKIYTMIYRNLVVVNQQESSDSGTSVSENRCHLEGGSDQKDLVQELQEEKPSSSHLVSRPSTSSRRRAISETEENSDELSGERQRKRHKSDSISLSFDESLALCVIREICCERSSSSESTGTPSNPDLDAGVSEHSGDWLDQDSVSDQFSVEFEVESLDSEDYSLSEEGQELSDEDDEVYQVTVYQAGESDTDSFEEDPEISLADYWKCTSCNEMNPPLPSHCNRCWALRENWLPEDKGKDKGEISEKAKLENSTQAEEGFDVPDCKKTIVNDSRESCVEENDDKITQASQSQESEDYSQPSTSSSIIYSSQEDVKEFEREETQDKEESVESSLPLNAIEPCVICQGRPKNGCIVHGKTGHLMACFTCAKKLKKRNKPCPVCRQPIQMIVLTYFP
697 NFkB inh: inhibitors of the PMA/ionomycin-induced NF-kB reporter in 697 B cells. 697 B-cell NF-kB luciferase reporter, 16 h. inhibition, % at 4 µM. 330,000 compounds, 0.33% hits. AID 435022; in the data active = inhibition above about 35%
CCR6 antag: CCR6 (human) receptor antagonism; P51684; CHO-K1 CCR6 PathHunter beta-arrestin, luminescence, CCL20-stimulated; inhibition, % at 20 µM; 340,000 compounds, 0.49% hits;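 active = compounds whose inhibition of the agonist-driven luminescence signal at 20 µM reaches about 50%, limit read from the data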;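 also: cells stimulated with CCL20 at 14 nM final; plate controls were DMSO with CCL20 for no effect and DMSO without agonist for full effect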
CXCR6 inh: CXCR6 (human) receptor inhibition; CHO-K1 PathHunter CXCR6 beta-arrestin, luminescence; inhibition, % at 20 µM; 360,000 compounds, 0.36% hits; in the data active = inhibition above about 34%, passing the limit was not always enough;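 also: antagonist mode with CXCL16 agonist at 10 nM final; 0% = 10 nM CXCL16 with DMSO and 100% = unstimulated wells without agonist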
Jurkat NFkB inh: inhibitors of the PMA/ionomycin-induced NF-kB reporter in Jurkat cells; PMA/ionomycin-induced NF-kB luciferase reporter, luminescence; AID 435003; 330,000 compounds, 0.53% hits; inhibition, % at 4 µM; in the data active = inhibition above about 50%
Gli-Sufu antag: antagonists of Gli-Sufu signaling; inhibition, % at 5 µM; 340,000 compounds, 0.74% hits; Sufu-KO-LIGHT fibroblasts, Gli luciferase reporter luminescence;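 active = inhibition above about 55%, limit read from the data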;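 also: 0% = DMSO-treated cells and 100% = wells with medium but no cells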
EBI2 block: blocks human EBI2 receptor beta-arrestin signaling; P32249; EBI2 beta-arrestin recruitment, luminescence, 7a,25-OHC stimulated; inhibition, % at 5 µM; 360,000 compounds, 0.81% hits; AID 651636; in the data active = inhibition above about 38%;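 also: enzyme fragment complementation signal reports receptor beta-arrestin coupling in cells; 0% = agonist plus DMSO wells and 100% = wells without agonist; some results beyond the cut were filed as inactive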
XBP1 UPR activ: adaptive UPR (XBP1) activation; activation, % at 20 µM; 330,000 compounds, 0.33% hits; CHO-XBP1 luciferase reporter, IRE1-XBP1 UPR activation, luminescence; percent of tunicamycin response, DMSO as zero;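 active = versus positive control, 20 µM dose yields 30% or more activation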;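 also: 100% = tunicamycin at 10 µg/mL and 0% = DMSO only wells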
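assay system = CHO-XBP1 luciferase reporter cells | amount = 1000 cells/well | buffer or medium = F12 plus 10% FBS | compound dosing = single point, 20 µM final compound, 1% DMSO | incubation = 16-18 h cell attachment at 37 °C, then 6 h compound exposure | detection = Steady-Glo luminescence read | controls = tunicamycin 10 µg/mL and vehicle-only wells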
Starred values were filed as active, the others as inactive; . = no result given.

SMILES	CHOP UPR activ	Mdm2 MdmX PPI	697 NFkB inh	CCR6 antag	CXCR6 inh	Jurkat NFkB inh	Gli-Sufu antag	EBI2 block	XBP1 UPR activ
COc1ccc2cc(CN(CC3CCCO3)S(=O)(=O)c3ccccc3Cl)c(=O)[nH]c2c1 (configuration not stated)	0.5	12	9	10	-8	-9	3	13	0
CC1CC(=O)Nc2ccccc2N1 (configuration not stated)	.	.	.	1	-11	.	-18	-5	.
CC(C)(C)c1ccc(C2=NC(=O)C(CC(=O)O)S2)cc1 (configuration not stated)	-5.0	-1	-11	-20	9	-6	-3	3	-3
CCS(=O)(=O)N1CCN(c2cc3c(cc2[N+](=O)[O-])n(C)c(=O)n3C)CC1	0.6	-11	-2	-6	-7	1	3	-13	-1
CCN(CC)C(=O)CN1C(=O)C2(OCC(C)(C)CO2)c2ccccc21	-1.4	6	21	6	3	-9	-2	-9	-2
COc1cc2c(cc1NC(=O)CN1CCN(S(=O)(=O)c3ccc(F)cc3)CC1)oc1ccccc12	-1.0	50	-17	17	-8	8	7	3	-6
CCOc1ccc(NCc2nc3ccccc3n2CCOc2ccccc2)cc1	.	.	.	18	5	.	-39	-1	.
CCCCCCOc1ccc(/C(C)=N/NC2=NCCN2)cc1[N+](=O)[O-]	7.7	52*	-57	27	-20	46	16	-7	32*
N#Cc1ccc(COc2cccc3cccnc23)cc1	7.8	29	1	12	-6	8	-9	-6	4
O=C1/C(=C/c2cccnc2)N=C2CCCCCN12	-1.2	0	2	2	-3	6	-6	9	0
CCC(=O)OCCCCCCOc1ccc(C(=O)O)cc1	0.8	3	-10	9	-3	9	1	-5	1
CCCc1nc2c(C)ccc(C)c2c(N)c1CC	-1.7	8	5	-15	-2	16	5	-6	-1
COc1ccc(OC)c2[nH]c(=O)c(CCNS(=O)(=O)c3ccc(Cl)cc3)cc12	5.9	26	9	-10	-1	-1	-4	7	-4
CCc1nc(NC(=O)Cc2csc(C)n2)sc1C(=O)OC	-0.7	4	-32	7	-11	-35	2	10	-5
CC(=O)Nc1ccc(NC(=O)COc2ccc(Br)cc2C)cc1	4.4	-41	-23	5	-2	11	2	5	0
CCOc1cc(N2CCOCC2)c(OCC)cc1NC(=O)c1nc2nc(C)cc(C)n2n1	0.7	26	4	-8	-3	6	0	-8	3
CCNC(=O)CC1SC(=Nc2ccccc2C)N(C)C1=O (configuration not stated)	-1.6	-5	-2	-1	5	2	4	-7	-3
COc1cc(C=O)ccc1OCCOc1ccccc1[N+](=O)[O-]	3.8	8	4	7	10	-44	-9	1	1
S=c1[nH]nc(-c2ccco2)n1C1CCCCC1	2.2	-10	-2	1	-1	8	-1	-10	-3
COCCNc1ncnc2c1nc1n2CCCC1	1.3	-6	8	9	-2	-33	5	-14	4
Cc1noc(C)c1C(=O)Nc1ccc(C#N)cc1	-0.4	4	-8	4	-1	12	3	1	-3
O=C(CN1C2=NCCN2c2ccccc21)N1CCOCC1	0.1	13	7	-3	.	-8	-8	.	0
O=C(CN1C(=O)C2CCc3[nH]c4ccccc4c3C2C1=O)N1CCCC1 (configuration not stated)	.	.	.	-3	-1	.	-1	-10	.
CC(NCC(O)c1ccc([N+](=O)[O-])cc1)C12CC3CC(CC(C3)C1)C2 (configuration not stated)	1.2	19	-8	11	-11	11	3	-8	-2
O=C(COC(=O)c1cc(-c2cccs2)nc2ccccc12)NC1CCS(=O)(=O)C1 (configuration not stated)	0.7	20	3	11	-4	9	-12	-3	-2

Entries above with an aryl methoxy group (4):
SMILES	CHOP UPR activ	Mdm2 MdmX PPI	697 NFkB inh	CCR6 antag	CXCR6 inh	Jurkat NFkB inh	Gli-Sufu antag	EBI2 block	XBP1 UPR activ
COc1ccc2cc(CN(CC3CCCO3)S(=O)(=O)c3ccccc3Cl)c(=O)[nH]c2c1 (configuration not stated)	0.5	12	9	10	-8	-9	3	13	0
COc1cc2c(cc1NC(=O)CN1CCN(S(=O)(=O)c3ccc(F)cc3)CC1)oc1ccccc12	-1.0	50	-17	17	-8	8	7	3	-6
COc1ccc(OC)c2[nH]c(=O)c(CCNS(=O)(=O)c3ccc(Cl)cc3)cc12	5.9	26	9	-10	-1	-1	-4	7	-4
COc1cc(C=O)ccc1OCCOc1ccccc1[N+](=O)[O-]	3.8	8	4	7	10	-44	-9	1	1

Arranged by heavy-atom count (high to low): part of the list above
SMILES	CHOP UPR activ	Mdm2 MdmX PPI	697 NFkB inh	CCR6 antag	CXCR6 inh	Jurkat NFkB inh	Gli-Sufu antag	EBI2 block	XBP1 UPR activ
CCc1nc(NC(=O)Cc2csc(C)n2)sc1C(=O)OC	-0.7	4	-32	7	-11	-35	2	10	-5
COCCNc1ncnc2c1nc1n2CCCC1	1.3	-6	8	9	-2	-33	5	-14	4
S=c1[nH]nc(-c2ccco2)n1C1CCCCC1	2.2	-10	-2	1	-1	8	-1	-10	-3

With a hit mark in Mdm2 MdmX PPI, of those listed so far:
smiles	Mdm2 MdmX PPI	697 NFkB inh	CCR6 antag	CXCR6 inh	Jurkat NFkB inh	EBI2 block	XBP1 UPR activ
CCCCCCOc1ccc(/C(C)=N/NC2=NCCN2)cc1[N+](=O)[O-]	52*	-57	27	-20	46	-7	32*

Carrying on:
SMILES	CHOP UPR activ	Mdm2 MdmX PPI	697 NFkB inh	CCR6 antag	CXCR6 inh	Jurkat NFkB inh	Gli-Sufu antag	EBI2 block	XBP1 UPR activ
COc1ccc(C2CC(=O)C3=C(C2)Nc2ccccc2N(C(C)=O)C3c2ccco2)cc1 (configuration not stated)	1.6	3	0	2	-3	-2	-5	-12	0
O=C(Cn1cnc2c(nnn2Cc2ccc(F)cc2)c1=O)NCc1ccco1	-2.9	18	24	12	-2	-15	17	-3	-6
N#Cc1c(-c2ccncc2)c2c([nH]c1=O)-c1ccccc1OC2	-1.7	-10	-8	.	.	-5	.	.	-5
Nc1c(C(=O)N/N=C/c2cccnc2)cnn1-c1ccccc1	5.0	9	-29	9	-14	0	-31	-3	3
COc1cccc(-c2nnc(NC(C)=O)o2)c1	2.2	0	0	-13	-1	4	-4	-3	-1
CCSc1nnc(CNC(=O)C23CC4CC(CC(C4)C2)C3)n1C1CCCCC1	1.3	24	-23	-9	2	-4	5	-6	0
CC(=O)C1=C(O)C(=O)N(CCCn2ccnc2)C1c1ccc(Cl)cc1 (configuration not stated)	2.1	10	17	0	-2	2	-10	-13	6
COCCN(C(=O)CCC(=O)Nc1cc(C)on1)C(C(=O)NC1CCCC1)c1ccc(C)cc1 (configuration not stated)	-0.8	-20	9	3	2	-1	-10	-5	-1
CCOC(=O)c1sc2nc(CSCC(=O)OCc3ccc(C(=O)OC)o3)[nH]c(=O)c2c1C	-1.1	-4	-3	1	1	-4	5	-10	0
O=C(COc1ccc2c(c1)C(=O)CC1(CCCCC1)O2)NCc1ccccn1	0.4	17	-8	14	-8	-13	0	-2	1
COc1cccc(NC(=O)COc2ccc(C(=S)N3CCN(C)CC3)cc2OC)c1	0.5	3	-2	9	5	24	28	1	-8
c1ccc2sc(N3CCCN(Cc4nc(-c5cnccn5)no4)CC3)nc2c1	0.2	32	-6	-4	0	9	-11	-10	1
O=S(=O)(/C=C/c1ccccc1)Nc1ccc2c(c1)OCO2	1.2	-12	-11	14	1	-16	1	-8	0
COc1ccc(NC(=O)CSc2nnc(CCC(=O)Nc3ccc(C)c(Cl)c3)n2C)cc1	-1.5	9	-1	-2	-3	-6	-7	3	-6
CCCn1nc(C(=O)N(C)CC(=O)Nc2ccc(OCC)c(OCC)c2)c2ccccc2c1=O	-2.8	15	3	6	-1	2	2	-2	-5
CNC(=O)CN(Cc1ccccc1)S(=O)(=O)c1ccccc1	-0.4	2	14	-1	1	15	-3	-6	1
COc1cc(C(=O)N2CCN(C)C(C)C2)ccc1OC1CCN(C(C)=O)CC1 (configuration not stated)	2.6	1	3	-9	-6	-5	-3	-2	-2
CCN(CC)c1nc2c(c(=O)[nH]c(=O)n2C)n1CCOc1ccccc1	0.9	22	-20	-2	4	-2	2	-2	4
CN1CCN(c2ccc(NC(=O)c3ccc4c(c3)OCCO4)cc2Cl)CC1	-0.5	-63	-88	-1	1	-127	-65	13	-5
CC(CCc1ccccc1)NC(=O)CNC(=S)N(Cc1cccs1)C1CCCC1 (configuration not stated)	.	.	.	10	8	.	5	6	.
CC1=CCC(COC(=O)Nc2ccccc2)CC1 (configuration not stated)	3.1	-56	-65	2	-13	-105	-82	15	3
COc1ccc(C(=O)Nc2nc(-c3cccs3)cs2)cc1	5.1	-65	-91	8	-10	-51	-32	36	11
O=C(CCS(=O)(=O)c1ccc(Cl)cc1)Nc1ccc(F)cc1	-2.1	-31	0	10	-5	-6	0	3	-6
COc1ccc(OC)c(-c2nnc3n2N=C(c2ccc(OC)c(OC4CCOC4)c2)CS3)c1 (configuration not stated)	-0.2	68*	8	2	0	19	38	-18	28
Cc1nc(NC(=O)C2CCCCC2C(=O)O)sc1C (configuration not stated)	1.7	13	-15	-6	7	7	1	-10	-3
Oc1c(/C=N/c2ccccn2)sc2ccccc12	-3.5	-27	-192	-6	2	-57	-2	-11	-6
O=C(O)Cc1ccc(NC(=O)c2ccc(Cl)c(Cl)c2)cc1	-2.3	7	6	13	-2	6	8	-3	-3
CC1CCCCN1C(=O)C1CCN(S(=O)(=O)c2ccc(-n3cnnn3)cc2)CC1 (configuration not stated)	-2.0	20	-3	5	1	20	29	-8	-4
CCOC(=O)C1(C(F)(F)F)N=C(c2cccnc2)OC(N2CCOCC2)=N1 (configuration not stated)	1.2	11	6	6	0	-7	-18	-3	-1

Single records (already shown). Values in the order: CHOP UPR activ, Mdm2 MdmX PPI, 697 NFkB inh, CCR6 antag, CXCR6 inh, Jurkat NFkB inh, Gli-Sufu antag, EBI2 block, XBP1 UPR activ
Shown for `CC(C)(C)c1ccc(C2=NC(=O)C(CC(=O)O)S2)cc1` (configuration not stated) → -5.0, -1, -11, -20, 9, -6, -3, 3, -3
Shown for `COc1cccc(-c2nnc(NC(C)=O)o2)c1` → 2.2, 0, 0, -13, -1, 4, -4, -3, -1
Shown for `CC(CCc1ccccc1)NC(=O)CNC(=S)N(Cc1cccs1)C1CCCC1` (configuration not stated) → ., ., ., 10, 8, ., 5, 6, .
Shown for `COCCNc1ncnc2c1nc1n2CCCC1` → 1.3, -6, 8, 9, -2, -33, 5, -14, 4
Shown for `Nc1c(C(=O)N/N=C/c2cccnc2)cnn1-c1ccccc1` → 5.0, 9, -29, 9, -14, 0, -31, -3, 3
